Source: PubChem BioAssay (National Center for Advancing Translational Sciences (NCATS))
Eya2 inh: Eya2 (human) phosphatase inhibition; Potency, µM (doses to about 76.9 µM), for the others: top-dose activity, negative = inhibition, most hits filed as inhibitors; AID 488837; recombinant Eya2, OMFP fluorescence dephosphorylation (OMFP is methylfluorescein phosphate); hit rate 0.006% among 330,000; further: potency means the concentration at half of the fitted maximal effect; on the % scale 0 is the no-effect control and ±100 the full control effect
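Eya2 protein (added as 0.2 uM solution) was preincubated with compound for 10 min at ambient temperature in 50 mM HEPES pH 7.5, 50 mM NaCl, 5 uM MgCl2, 0.05% BSA, 1 mM DTT. OMFP (added at 50 uM) then reacted 10 min; fluorescence read at 485/525 nm.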
TRPV1 agonist: human TRPV1 agonism; activation, % at 8.33 µM; hit rate 0.19% among 320,000; AID 540275; Q8NER1; TRPV1-expressing cells, Fluo-8 calcium influx, agonist mode; in the data active means activation above about 80%; inconclusive means between about 30% and that limit; further: 0% is about no effect
Target sequence (Q8NER1 whole entry, looked up): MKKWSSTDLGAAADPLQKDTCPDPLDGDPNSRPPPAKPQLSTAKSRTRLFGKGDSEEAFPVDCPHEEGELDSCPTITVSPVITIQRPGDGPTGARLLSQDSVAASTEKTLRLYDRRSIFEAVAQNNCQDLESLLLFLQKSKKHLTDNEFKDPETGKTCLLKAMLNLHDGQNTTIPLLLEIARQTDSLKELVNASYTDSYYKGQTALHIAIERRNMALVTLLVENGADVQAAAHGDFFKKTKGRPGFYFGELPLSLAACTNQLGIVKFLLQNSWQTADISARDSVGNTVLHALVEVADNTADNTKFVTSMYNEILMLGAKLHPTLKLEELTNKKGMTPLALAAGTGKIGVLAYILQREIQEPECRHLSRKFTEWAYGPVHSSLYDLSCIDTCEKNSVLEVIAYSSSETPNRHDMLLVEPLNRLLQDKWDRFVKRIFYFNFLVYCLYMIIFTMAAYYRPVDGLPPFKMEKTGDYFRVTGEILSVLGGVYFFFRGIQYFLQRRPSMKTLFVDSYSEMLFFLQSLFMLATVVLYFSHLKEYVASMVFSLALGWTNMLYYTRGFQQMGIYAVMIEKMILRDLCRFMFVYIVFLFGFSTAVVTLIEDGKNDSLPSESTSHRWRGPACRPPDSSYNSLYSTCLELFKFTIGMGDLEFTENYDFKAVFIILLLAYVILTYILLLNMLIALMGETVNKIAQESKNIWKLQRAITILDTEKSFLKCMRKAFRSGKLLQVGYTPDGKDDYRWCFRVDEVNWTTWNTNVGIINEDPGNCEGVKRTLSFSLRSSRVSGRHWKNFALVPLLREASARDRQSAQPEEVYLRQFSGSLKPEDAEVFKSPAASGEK
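TRPV1-expressing cells were cultured overnight at 35.5C and loaded with Fluo-8 calcium dye for 40 to 90 min at room temperature. After a 10 s baseline, compound was added and calcium influx was read kinetically for 3 min (ex 480/em 520 nm).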
B2AR arrestin: agonists driving beta-arrestin recruitment to human beta2-adrenergic receptor; hit rate 0.02% among 330,000; P07550; beta-arrestin recruitment to beta2AR, cell-based reporter; Potency, µM (highest dose often 46.1 µM), for inactives: at the top dose activation, most hits filed as activators;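 further: potency means the concentration at half of the fitted maximal effect; 0% = DMSO controls and full agonism = EC100 isoproterenol or metaproterenol; nearly all actives have a fitted effect of over 65% in size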
ASM inhibitor: inhibitors of human secretory acid sphingomyelinase; hit rate 0.006% among 340,000; P17405; Potency, µM (series often up to 57.5 µM), inactives show at the highest dose activity change, negative = inhibition, most hits filed as inhibitors; placental ASM, HMU-PC fluorogenic substrate, 60 min; further: potency means the concentration at half of the fitted maximal effect
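Steps: dispense placental human ASM, pin compound, wait 10 min at room temperature, add HMU-PC0 substrate at 9 uM final, incubate 60 min at 37 °C, add stop solution raising pH to 10, read fluorescence.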
uPA surface inh: cell surface uPA generation inhibition; hit rate 0.31% among 330,000; AID 540303; Potency, µM (highest dose often 38.3 µM), for inactives: top-dose activity change, negative = inhibition, most hits filed as inhibitors; cell surface uPA generation assay, qHTS; active means well fitted inhibition curve with a large enough effect; inconclusive means small, poorly fitted or top-dose-only effect; inactive means no such curve, though single readings can be large or run the other way; tested in mouse RAW 264.7 cells; further: potency means the concentration at half of the fitted maximal effect; on the % scale 0 is the no-effect control and ±100 the full control effect; nearly all actives have a fitted effect of over 55% in size
TSG101-PTAP inh: blocks PTAP/TSG101 interaction to inhibit HIV-1 budding. Potency, µM (series often up to 115 µM), inactives show top-dose activity change, negative = inhibition, usual class: inhibitors. Q99816. Fluorescence polarization, FITC-PTAP peptide / Tsg101 binding. 340,000 tested, under 10 active. AID 493005; active means well fitted inhibition curve with a large enough effect in the main read-out, with a control signal flat, not every such curve was filed as active; inconclusive means small, poorly fitted or top-dose-only effect, or effect the other way, or a change in a side signal; inactive means no such curve, though single readings can be large or run the other way; further: potency means the concentration at half of the fitted maximal effect; % of control where 0% means no effect
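Steps: Tsg101 binding domain dispensed (10 uM final), compounds pinned in DMSO, FITC-labeled PTAP-motif peptide added (50 nM final); after 20 min binding at room temperature, polarization measured.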
a7 integrin act: activators of alpha7 integrin expression for muscular dystrophy. alpha7betagal myoblasts, beta-gal FDG fluorescence, 48 h. hit rate 0.064% among 350,000. Potency, µM (highest dose often 38.3 µM), inactives show at the highest dose activation, actives largely listed as activators;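 further: potency means the concentration at half of the fitted maximal effect; 100% = response of the positive control SU9516; nearly all actives have a fitted effect of over 60% in size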
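alpha7betagal+/- myoblasts (passage 13, 250/well) treated 48 h at 37C with compounds at 1:260 dilution of DMSO stock. Lysed, then beta-galactosidase activity read as FDG fluorescence (ex 480/em 540) after 30 min, with pre-read for autofluorescence.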
ELG1 genotox: genotoxicity induction in ELG1-luciferase HEK293T cells | HEK293T ELG1-luciferase reporter, luminescence, 16 h | Potency, µM (highest dose often 46 µM), inactives show top-dose activity change, positive = activation, usual class: activators | hit rate 1.3% among 330,000; further: potency means the concentration at half of the fitted maximal effect; % of control where 0% means no effect; nearly all actives have a fitted effect of over 60% in size
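Genotoxicity was scored as increased ELG1-luciferase reporter signal, measured by ONE-Glo luminescence (30 min, room temperature). Compound or vehicle exposure of the HEK293T reporter cells lasted 16 hr at 37°C.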
BRCA1 expr up: BRCA1 expression activation; hit rate 1.1% among 380,000; AID 624202; Potency, µM (titrated, usually from 46.1 µM), for the others: top-dose activation, actives largely listed as activators; MCF7-BRCA1-FFLuc reporter, luminescence, 48 h; response scale: scaled: vehicle 0%, 10 µM genistein 100%; further: potency means the concentration at half of the fitted maximal effect; nearly all actives have a fitted effect of over 80% in size; some results filed as inactive show a strong effect at the top dose
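48 h compound treatment of MCF7-BRCA1-FFLuc cells (phenol-red free MEM, 37 °C), then 15 min with luciferase substrate and luminescence imaging.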
USP2a block: USP2a (human) protease inhibition; O75604; USP2 core, Ub-CHOP2 coupled fluorogenic reporter, 485/531; Potency, µM (series often up to 38.3 µM), without a hit: at the highest dose activity change, negative = inhibition, actives largely listed as inhibitors; hit rate 0.01% among 330,000; AID 463254;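 further: potency means the concentration at half of the fitted maximal effect; plate controls were DMSO wells for no effect and full inhibition by NEM control for full effect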
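Cell-free coupled assay: 10nM USP2 core preincubated 30min RT with compound in Tris-HCl pH 8.0/CaCl2/CHAPS buffer, then 25nM Ub-CHOP2 and 25nM reporter substrate; fluorescence (Ex 485/Em 531) read after 60min RT, normalized to NEM inhibition, concentration-response curves fitted.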
p53 reactivation: mutant p53 re-activation in reporter cells | Potency, µM (doses to about 92.2 µM), for inactives: top-dose activity change, positive = activation, actives largely listed as activators | hit rate 0.063% among 320,000 | H1299 p53-A138V BP100-luciferase reporter, luminescence, 24 h; further: potency means the concentration at half of the fitted maximal effect; % of control where 0% means no effect; nearly all actives have a fitted effect of over 45% in size
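p53-null H1299 cells stably carrying temperature-sensitive p53-A138V and a BP100-luciferase reporter were pinned with compounds (4-point, 1:5 series) and held 24 hrs at 37 deg C. Luminescence was read 10 min after detection reagent.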
The depositor's hits bear a star; ? = inconclusive; · = not tested or not shown; [ ] = dose if it differs, or a comment. Unless noted, the call rests on the fitted dose curve; in most records, active means well fitted curve in the direction sought with a large enough effect; inconclusive means small, poorly fitted or top-dose-only effect, or another doubt; inactive means no such curve, though single readings can be large; an effect the other way counts as inactive or inconclusive.

Results follow in this order: p53 reactivation	ELG1 genotox	B2AR arrestin	TRPV1 agonist	BRCA1 expr up	a7 integrin act	TSG101-PTAP inh	ASM inhibitor	uPA surface inh	USP2a block	Eya2 inh
[1] CCOc1ccccc1N1C(=O)CC(N(O)c2ccccc2)C1=O (stereo not given)
→ 4%	-5%	-0.8%	-2	-25%	25%	0%	1%	-7%	1%	14%
[2] COc1cc(Cl)c(S(=O)(=O)NCc2cccnc2)cc1Cl
→ -12%	-7%	0.0%	3	-16%	-2%	-14%	-2%	-11%	1%	1%
[3] CCN(CC)C(=O)CN(c1cc(Cl)ccc1OC)S(=O)(=O)c1ccc(C)c([N+](=O)[O-])c1
→ -3%	-1%	-1.9%	16	-35%	-30%	-4%	-1%	-1%	2%	3%
[4] N#Cc1cnn(-c2cccc(Cl)c2)c1N
→ -2%	3%	-0.4%	-2	1%	41%	-3%	2%	-9%	2%	5%
[5] CCOc1ccc(N(CC(=O)NC2CCCCC2)C(=O)CNC(=O)c2ccco2)cc1
→ ·	·	·	·	-18%	19%	1%	1%	-1%	·	·
[6] Cc1cc(C)c2nc(N(CCN(C)C)C(=O)/C=C/c3cccs3)sc2c1
→ 11%	-5%	-0.5%	-2	36%	-10%	-6%	-7%	6%	1%	4%
[7] Cc1cc(=S)[nH]c2c(C)cccc12
→ -2%	3%	11%	2	13%	3%	-2%	-1%	9%	1%	25%
[8] CCC(C(=O)NCCc1c[nH]c2cc(OC)ccc12)c1ccccc1 (stereo not given)
→ -5%	-4%	-0.2%	0	-14%	15%	-5%	-3%	1%	1%	0%
[9] COc1ccc(-c2noc3c2-c2nc(C(C)C)sc2CC3)cc1
→ ·	·	·	·	8%	4%	-1%	-6%	9%	·	·
[10] CCOc1ccc(-n2c(Cc3cc(=O)[nH]c(=O)[nH]3)nnc2SCc2cccnc2)cc1
→ 8%	0%	0.0%	·	·	·	·	·	·	-1%	-3%
[11] c1ccc(Cc2ccc(OCCCNC3CCCC3)cc2)cc1
→ 5%	1%	0.0%	6	·	·	·	·	·	-16%	2%
[12] CCOC(=O)C1=C(C(F)(F)F)Nc2ncnn2C1c1cc(OC)ccc1OC (stereo not given)
→ -2%	2%	5.8%	-7	-24%	-15%	-1%	23%	-2%	3%	-1%
[13] CCOC(=O)/C=C1\CN(Cc2cc(OC)c(OC)c(OC)c2)S(=O)(=O)c2ccccc21
→ ·	-2%	-1.2%	2	0%	-5%	-2%	0%	-11%	-5%	-14%
[14] O=C(O)c1ccc(N/N=C/c2cccc3cccnc23)cc1
→ -1%	?	-0.1%	3	-27%	-20%	0%	-7%	4%	-1%	-4%
[15] COc1cccc(/C=N\NC(=O)Cn2nnc3ccccc32)c1O
→ 12%	?	0.4%	1	-39%	-13%	1%	8%	-14%	2%	-2%
[16] Cc1ccc(/C=N\NC(=O)C2CN(S(=O)(=O)c3ccccc3)CCN2S(=O)(=O)c2ccccc2)cc1 (stereo not given)
→ -5%	-2%	-0.9%	-5	-6%	-12%	1%	-10%	10%	-9%	3%
[17] Cc1c(C(=O)NCc2ccccc2CN2CCCC2)oc2ccc(F)cc12
→ -6%	-1%	0.1%	8	-43%	-56%[inhibitor]	-5%	-6%	-14%	4%	-3%
[18] Cc1ccc(C(=O)O)cc1N1C(=O)c2cccc3c([N+](=O)[O-])ccc(c23)C1=O
→ ·	16%	-0.9%	-2	-46%	-27%	-15%	-5%	?	8%	?
[19] Cc1ccc(S(=O)(=O)N(C)C)cc1NC(=S)NCc1ccco1
→ -2%	-20%	-0.1%	-1	-22%	5%	-1%	0%	-1%	3%	-1%
[20] C1=CC2CC1CC2CN1CCN(Cc2ccccc2)CC1 (stereo not given)
→ -12%	-6%	0.0%	-2	12%	-23%	-9%	5%	-12%	-7%	-12%
[21] Fc1ccc(CSc2nncn2NC/C=C/c2ccccc2)cc1
→ -6%	-7%	-0.2%	9	-1%	25%	-3%	-1%	1%	-2%	15%
[22] CC(C)[C@H](NC(=O)OC(C)(C)C)C(=O)N/N=C/c1cccc2nccnc12
→ 6%	15%	0.5%	-2	-6%	-21%	-5%	0%	·	8%	-12%
[23] O=C(COC(=O)c1ccc(S(=O)(=O)Nc2ccccc2)cc1)NC1CCCC1
→ 3%	-1%	0.2%	1	0%	16%	0%	-2%	-2%	0%	1%
[24] CN(C(=O)c1cnccn1)c1c(N)n(Cc2ccccc2)c(=O)[nH]c1=O
→ -3%	0%	-0.3%	-3	-5%	5%	3%	3%	-1%	-2%	-6%
[25] CN(C)CCOc1cccc(Br)c1
→ 7%	0%	-0.1%	-2	13%	14%	-3%	0%	5%	3%	-8%
[26] Cc1ccc(C(OCC(O)CNC(CO)C(O)c2ccc([N+](=O)[O-])cc2)c2ccccc2)cc1 (stereo not given)
→ -4%	4%	-0.1%	-2	-50%	-19%	-2%	-4%	-4%	2%	-5%
[27] N#Cc1nc(-c2ccccc2F)oc1NCCc1ccccc1
→ 15%	6%	-0.4%	?	?	13%	-3%	-9%	·	-3%	-5%
[28] O=C(NN1C(=O)C2C3C=CC(O3)C2C1=O)c1ccccc1 (stereo not given)
→ 1%	0%	-0.5%	-1	2%	0%	-2%	-1%	-29%	0%	1%
[29] COC(=O)Nc1ccc(S(=O)(=O)N2CCCC(C(=O)NCC3CCCO3)C2)cc1 (stereo not given)
→ -3%	2%	-0.1%	·	2%	-18%	0%	0%	4%	2%	4%
[30] CCOc1ccccc1NC(=O)COC(=O)c1ccccc1SCC(=O)N1CCCC1
→ -2%	-22%	0.2%	-6	-32%	10%	-4%	·	-19%	1%	-3%
[31] Cc1ccc(NC(=O)Cn2cnc3sc(C(=O)NCc4ccco4)c(C)c3c2=O)cc1Cl
→ -1%	9%	0.4%	0	-19%	-15%	2%	-5%	·	4%	-11%
[32] O=C(CN1CCC(n2nnc3cc(F)ccc32)CC1)NCCc1ccccc1
→ 10%	4%	-0.9%	2	56%	8%	-10%	3%	5%	0%	2%
[33] O=C(CCCCC(=O)Nc1ccccc1Cl)Nc1ccccc1Cl
→ -1%	-3%	-0.4%	-8	-31%	-9%	-4%	5%	-20%	-5%	-1%
[34] CCN(CC)C(=O)c1cc2c(=O)n3cccc(C)c3nc2s1
→ 7%	0%	-0.2%	2	-25%	-8%	0%	·	-5%	0%	4%
[35] COC(=O)c1ccc2c(c1)NC(=O)C(N(CC(C)C)CC(C)C)S2 (stereo not given)
→ 1%	5%	-0.3%	12	16%	14%	7%	0%	3%	5%	-1%
[36] CCN(C(=O)COC(=O)c1cc(C)n(-c2ccc(F)cc2)c1C)C1CCS(=O)(=O)C1 (stereo not given)
→ -11%	11%	-0.2%	3	-13%	1%	-3%	2%	9%	0%	15%
[37] COc1cccc(OCC(=O)Nc2c3c(nn2-c2ccccc2)CS(=O)(=O)C3)c1
→ -9%	-6%	-0.7%	0	-32%	15%	-4%	1%	?	2%	-6%
[38] O=C(Nc1ccccc1)N1CCn2c(nc3ccccc32)C1
→ 12%	1%	-0.4%	9	-16%	0%	-7%	2%	·	1%	23%
[39] Cc1ccc(N(C(=O)c2ccco2)C2C=CS(=O)(=O)C2)cc1 (stereo not given)
→ -1%	2%	-0.2%	-5	-13%	0%	-4%	1%	3%	0%	11%
[40] Cc1ccc(C23CC4CC(CC(C(=O)NC(C)C(=O)O)(C4)C2)C3)cc1 (stereo not given)
→ -8%	-5%	-0.5%	1	-7%	1%	-2%	4%	2%	-3%	-11%
[41] COCCCNC(=O)CSc1nc2cc(S(=O)(=O)N3CCCCC3)ccc2o1
→ -3%	0%	-0.1%	0	-2%	3%	-8%	3%	-14%	0%	-28%
[42] COc1ccc(S(=O)(=O)N2CCOCC2)cc1C(=O)NCc1c(C)nn(Cc2ccccc2)c1C
→ ·	·	·	·	4%	8%	1%	0%	8%	·	·
[43] CC(C)c1ccc(/C=C/C(=O)NNC(=O)c2cccnc2)cc1
→ -3%	2%	-0.2%	0	33%	3%	-4%	2%	0%	3%	-8%
[44] C=CCN(CC=C)S(=O)(=O)c1ccc(NC(=S)NC(=O)Cc2ccc(OC)cc2)cc1
→ 2%	-8%	0.0%	?	-16%	23%	-10%	-3%	·	0%	-8%
[45] O=C(NCc1ccncc1)/C(=C/c1cccc([N+](=O)[O-])c1)NC(=O)c1ccccc1
→ -1%	-2%	-1.0%	-1	-8%	18%	-5%	5%	-3%	2%	-26%
[46] COc1ccc(CNc2cc(C)cc(C)c2)cc1OC
→ 22%	-3%	-0.9%	2	·	·	·	·	·	-2%	-27%
[47] O=c1c2ccccc2nc(SCc2nnc(-c3ccccc3)o2)n1-c1ccccc1
→ -4%	5%	-0.2%	1	-24%	-6%	-8%	-9%	-1%	0%	-5%
